High-throughput results deposited in PubChem by National Center for Advancing Translational Sciences (NCATS).
S-ASM inh: inhibitors of human secretory acid sphingomyelinase. P17405. placental ASM, HMU-PC fluorogenic substrate, 60 min. Potency, µM (top dose mostly 57.5 µM), without a hit: top-dose activity change, negative = inhibition, actives largely listed as inhibitors. actives 0.006% (n = 340,000); also: potency is read from the fitted curve at half-maximal effect
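qHTS format. ASM enzyme prepared from human placenta hydrolyses the fluorogenic substrate HMU-PC0 (9 uM final) over 60 min at 37 °C after a 10 min compound preincubation.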
PTAP TSG101 blk: blocks PTAP/TSG101 interaction to inhibit HIV-1 budding | Q99816 | Fluorescence polarization, FITC-PTAP peptide / Tsg101 binding | Potency, µM (top dose mostly 115 µM), without a hit: at the highest dose activity change, negative = inhibition, actives largely listed as inhibitors | 340,000 tested, under 10 active; active = well fitted inhibition curve with a large enough effect in the main read-out, with a control signal flat, not every such curve was filed as active; inconclusive = small, poorly fitted or top-dose-only effect, or effect the other way, or a change in a side signal; inactive = no such curve, though single readings can be large or run the other way; also: potency is read from the fitted curve at half-maximal effect; % of control where 0% means no effect
Target sequence (Q99816 whole entry, looked up): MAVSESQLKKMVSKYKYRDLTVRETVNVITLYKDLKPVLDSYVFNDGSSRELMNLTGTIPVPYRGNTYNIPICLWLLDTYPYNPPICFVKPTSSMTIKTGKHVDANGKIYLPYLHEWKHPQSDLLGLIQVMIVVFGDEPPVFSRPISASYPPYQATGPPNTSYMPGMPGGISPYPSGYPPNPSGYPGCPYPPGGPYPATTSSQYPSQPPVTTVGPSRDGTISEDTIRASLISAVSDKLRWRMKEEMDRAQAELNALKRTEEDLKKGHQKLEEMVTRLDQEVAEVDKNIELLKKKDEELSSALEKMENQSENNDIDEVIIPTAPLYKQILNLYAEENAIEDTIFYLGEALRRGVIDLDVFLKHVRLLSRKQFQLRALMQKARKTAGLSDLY
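Steps: Tsg101 binding domain dispensed (10 uM final), compounds pinned in DMSO, FITC-labeled PTAP-motif peptide added (50 nM final); after 20 min binding at room temperature, polarization measured.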
Integrin act MD: integrin-mediated muscular dystrophy alleviation activation; alpha7betagal myoblasts, beta-gal FDG fluorescence, 48 h; Potency, µM (doses to about 38.3 µM), inactives show at the highest dose activation, most hits filed as activators; actives 0.064% (n = 350,000); AID 624291;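 also: potency is read from the fitted curve at half-maximal effect; 100% = response of the positive control SU9516; nearly all actives have a fitted effect of over 60% in size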
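alpha7betagal+/- myoblasts (passage 13, 250/well) treated 48 h at 37C with compounds at 1:260 dilution of DMSO stock. Lysed, then beta-galactosidase activity read as FDG fluorescence (ex 480/em 540) after 30 min, with pre-read for autofluorescence.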
MBNL1 CUG block: blocks human MBNL1 binding to CUG repeat RNA; actives 0.036% (n = 280,000); Potency, µM (doses to about 57.5 µM), inactives show top-dose activity change, negative = inhibition, most hits filed as inhibitors; TR-FRET MBNL1-His/biotin-(CUG)12 binding, 665/545 ratio; active = well fitted inhibition curve with a large enough effect in the signal ratio, with a control signal flat, not every such curve was filed as active; inconclusive = small, poorly fitted or top-dose-only effect, or effect the other way, or a change in a side signal; inactive = no such curve, though single readings can be large or run the other way; the % refers to the signal ratio; also: potency is read from the fitted curve at half-maximal effect; % is scaled to controls: 0 for no effect and ±100 for the full control effect
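Ratiometric TR-FRET (665 over 545 nm, excitation 340 nm) tracks disruption of MBNL1-His/biotin-(CUG)12 complex after 60 min at room temperature, with compounds at 92 nM to 58 uM final.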
AT treatment: potential ataxia-telangiectasia treatments restoring KAP-1 phosphorylation; […] A-T fibroblasts, KAP-1 phosphorylation AlphaLISA; neocarzinostatin DNA damage 30 min before lysis; Potency, µM (highest dose often 57.5 µM), without a hit: at the highest dose activation, usual class: activators; actives 0.19% (n = 320,000); also: potency is read from the fitted curve at half-maximal effect; % of control where 0% means no effect; nearly all actives have a fitted effect of over 45% in size
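ATM-like activity read as KAP-1 phosphorylation via AlphaLISA donor/acceptor antibody pairs after lysis and 6 hr at 25C. Cells were ATM-null patient fibroblasts ([…], hTERT), dosed 60 min, then exposed to the DSB inducer NCS for 30 min.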
TSHR antagonist: human thyrotropin receptor antagonism | TSHR-expressing cells, TSH-stimulated cAMP HTRF, 2 h; hits give low values | P16473 | actives 0.2% (n = 330,000) | activity change, negative = inhibition, % at 11.5 µM;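 active = activity change below a set negative limit, meaning inhibition stronger than a set level, cut at about -70% in these data; inconclusive = activity change between two set negative limits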; also: % is scaled to controls: 0 for no effect and ±100 for the full control effect
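TSHR-expressing cells, 200/well, pre-treated with compound, then stimulated with EC80 TSH (4nM final) for 2 hours at 37 deg C. cAMP measured by competitive HTRF: anti-cAMP cryptate antibody in lysis buffer plus cAMP-d2, read after 30 minutes at room temperature.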
Menin-MLL TR inh: menin-MLL binding inhibition, Texas Red mutant peptide; Menin + Texas Red MLL mutant peptide, fluorescence polarization; AID 1768; O00255; actives 0.23% (n = 270,000); Potency, µM (top dose mostly 61.6 µM), without a hit: at the top dose FP activity change, negative = inhibition, most hits filed as inhibitors; active = well fitted inhibition curve with a large enough effect in the polarisation, with a control signal flat, not every such curve was filed as active; inconclusive = small, poorly fitted or top-dose-only effect, or effect the other way, or a change in a side signal; inactive = no such curve, though single readings can be large or run the other way; the % refers to the polarisation; also: potency is read from the fitted curve at half-maximal effect; % of control where 0% means no effect; many of its hits are not listed in these tables
Target sequence (O00255 whole entry, looked up): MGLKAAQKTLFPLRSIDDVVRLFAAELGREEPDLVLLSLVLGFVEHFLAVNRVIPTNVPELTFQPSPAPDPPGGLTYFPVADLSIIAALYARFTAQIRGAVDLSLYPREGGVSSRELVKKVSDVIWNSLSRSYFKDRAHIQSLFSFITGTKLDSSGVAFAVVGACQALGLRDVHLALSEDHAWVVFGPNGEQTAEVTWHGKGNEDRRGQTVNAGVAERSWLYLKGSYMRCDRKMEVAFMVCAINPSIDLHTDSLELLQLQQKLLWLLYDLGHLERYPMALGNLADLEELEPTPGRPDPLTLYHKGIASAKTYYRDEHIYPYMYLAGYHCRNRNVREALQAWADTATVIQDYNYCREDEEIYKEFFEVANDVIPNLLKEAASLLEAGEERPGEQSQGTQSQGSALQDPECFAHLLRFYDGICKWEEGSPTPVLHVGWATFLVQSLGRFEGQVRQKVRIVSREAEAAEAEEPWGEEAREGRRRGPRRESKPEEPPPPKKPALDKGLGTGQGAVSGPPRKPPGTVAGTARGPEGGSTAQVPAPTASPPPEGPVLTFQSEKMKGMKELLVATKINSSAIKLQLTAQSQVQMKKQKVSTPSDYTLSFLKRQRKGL
CXXC DNA block: MLL CXXC-DNA interaction inhibition | MLL-CXXC / FITC-HOXA9 DNA fluorescence polarization | actives 0.037% (n = 290,000) | Potency, µM (series often up to 115 µM), for the others: at the top dose activity change, negative = inhibition, most hits filed as inhibitors | AID 2662; active = well fitted inhibition curve with a large enough effect in the polarisation, with a control signal flat, not every such curve was filed as active; inconclusive = small, poorly fitted or top-dose-only effect, or effect the other way, or a change in a side signal; inactive = no such curve, though single readings can be large or run the other way; the % refers to the polarisation; also: potency is read from the fitted curve at half-maximal effect
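Purified MLL-CXXC (added from a 7 uM solution) was preincubated 5 min at ambient with pinned compounds in 50 mM Tris-HCl pH 7.5, 50 mM NaCl, 1 mM DTT, 0.05% BSA. Fluorescein-labeled HOX-A9 DNA (50 nM solution) followed, 30 min, then polarization read.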
Mito fusion act: blocks mitochondrial division or promotes mitochondrial fusion | S. cerevisiae fusion-defective mutant growth rescue, CellTiterGlo 48 h | Potency, µM (series often up to 46.1 µM), for inactives: at the top dose growth rescue (activation), usual class: activators | actives 0.23% (n = 320,000);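 also: potency is read from the fitted curve at half-maximal effect; % of control where 0% means no effect; nearly all actives have a fitted effect of over 45% in size; temperature-sensitive fusion mutants such as fzo1-1 at 37 °C on non-fermentable ethanol glycerol medium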
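Read-out: ATP-based luminescence (CellTiterGlo, 10 min ambient) reporting growth of fusion-defective ts yeast after 48 hours at 37C on glycerol/ethanol YPEG medium in the presence of compound.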
TCR activator: T cell receptor activation. primary human leukocytes, anti-CD3, IL-2 HTRF, 48 h. Potency, µM (series often up to 9.22 µM), for inactives: top-dose activation of IL-2 secretion, most hits filed as activators. 330,000 tested, under 10 active. AID 504894; also: % of control where 0% means no effect
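1) Mix primary human leukocytes, a-CD3 beads and compound. 2) Incubate 48 hr. 3) Add HTRF IL-2 reagents (a-IL-2-K, a-IL-2-d2).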
* hit, by the source's call; ? = inconclusive; / = no result given; [ ] = another dose, or the depositor's remark. Unless noted, calls follow the shape of the dose curve; as a rule, active = well fitted curve in the direction sought with a large enough effect; inconclusive = small, poorly fitted or top-dose-only effect, or another doubt; inactive = no such curve, though single readings can be large; an effect the other way counts as inactive or inconclusive. A portion of the library; rates above refer to the full screens.

SMILES	S-ASM inh	PTAP TSG101 blk	Integrin act MD	MBNL1 CUG block	AT treatment	TSHR antagonist	Menin-MLL TR inh	CXXC DNA block	Mito fusion act	TCR activator
COc1ccc(OC)c(N(CC(=O)NCc2ccccn2)S(C)(=O)=O)c1	5%	2%	26%	0%	-6%	-6	-5%	14%	2%	/
CC1CCN(c2c(NCC3CCC(C(=O)NCCc4ccc(Cl)cc4)CC3)c(=O)c2=O)CC1 (stereo not drawn)	0%	-9%	5%	-15%	18%	-11	/	?	-1%	-9%
Cc1ccccc1OCCC(=O)Nc1ccccc1C(=O)N1CCCCC1	3%	-2%	-10%	/	-2%	3	/	/	-2%	-35%
O=c1cc2c(nn1Cc1ccccc1)-c1ccccc1CC2	1%	-2%	-2%	13%	15%	6	-17%	12%	2%	0%
CC1CC(C)CN(C(=O)c2ccc(Br)c(S(=O)(=O)N3CCOCC3)c2)C1 (stereo not drawn)	2%	-7%	0%	/	0%	15	/	/	-8%	0%
Cc1cccc(NC(=O)CN(C)S(=O)(=O)c2cccc3cccnc23)c1	-4%	0%	26%	-2%	2%	4	13%	-1%	0%	7%
COc1ccc(-c2noc(-c3cc(C)cc(C)c3)n2)cc1OC	-6%	-1%	0%	74%[activator]	4%	-8	-5%	-8%	1%	-7%
OCCN(CCCn1c(C(F)(F)F)nc2ccccc21)c1nc(CN2CCCCC2)cs1	1%	0%	-11%	-2%	-2%	18	3%	10%	0%	-1%
COc1ccc(OCCSc2nc(C)nc3ccccc23)cc1	-19%	-8%	-15%	/	26%	-3	-3%	-3%	-6%	-1%
CC(=O)c1cccc(NS(=O)(=O)c2ccc(NC(=O)N3CCCCC3)cc2)c1	-2%	-1%	-49%[inhibitor]	-9%	0%	-25	14%	5%	1%	-2%
Cn1c(N)c(C(=O)COC(=O)Cc2ccc(F)cc2)c(=O)n(C)c1=O	0%	-3%	-25%	/	-4%	-7	/	/	-4%	1%
CC(C)CN(CC(C)C)CC(O)COc1ccc([N+](=O)[O-])cc1 (stereo not drawn)	0%	1%	-5%	?	4%	9	-4%	6%	3%	4%[46.1 µM]
O=C(CSc1nc2ccccc2c(=O)[nH]1)Nc1ccc(N2CCOCC2)cc1	/	-1%	5%	6%	-2%	0	?	-8%	2%	2%
COc1cccc(/C=C(/C(=O)OCC(=O)NC2CCCCCCC2)c2ccccc2)c1	-10%	-6%	-10%	/	5%	-19	?	0%	13%	0%[46.1 µM]
CCN(CC)C(=O)c1[nH]cnc1C(=O)NCC(=O)OCc1ccccc1	-4%	-7%	31%	4%	2%	-13	4%	?	-1%	1%
COc1ccc(-c2cc(-c3ccccc3)c(C#N)c(SCC(=O)Nc3ncc(C)s3)n2)cc1	37%	0%	21%	?	-6%	-9	?	26%	7%	-5%
CCCC(=O)Nc1cccc(-c2cn3cccnc3n2)c1	343%[activator]	-5%	2%	?	-1%	-4	24%	11%	?	3%
CN(CC(=O)NCc1ccncc1)S(=O)(=O)c1ccc(F)cc1	3%	-10%	8%	5%	-2%	4	5%	-2%	-2%	-8%
COC(=O)NNC(=S)NCc1ccc(C)cc1	7%	-4%	-2%	3%	13%	-6	-7%	-3%	0%	-1%[46.1 µM]
O=S(c1ccccc1)c1ccccc1	6%	-10%	19%	/	/	/	/	/	/	-5%

A different layout for three compounds above:
The line under a structure holds: S-ASM inh	PTAP TSG101 blk	Integrin act MD	MBNL1 CUG block	AT treatment	TSHR antagonist	Menin-MLL TR inh	CXXC DNA block	Mito fusion act	TCR activator
> CC(=O)c1cccc(NS(=O)(=O)c2ccc(NC(=O)N3CCCCC3)cc2)c1
  -2%	-1%	-49%[inhibitor]	-9%	0%	-25	14%	5%	1%	-2%
> Cn1c(N)c(C(=O)COC(=O)Cc2ccc(F)cc2)c(=O)n(C)c1=O
  0%	-3%	-25%	/	-4%	-7	/	/	-4%	1%
> CC(C)CN(CC(C)C)CC(O)COc1ccc([N+](=O)[O-])cc1 (stereo not drawn)
  0%	1%	-5%	?	4%	9	-4%	6%	3%	4%[46.1 µM]

(listing goes on)
SMILES	S-ASM inh	PTAP TSG101 blk	Integrin act MD	MBNL1 CUG block	AT treatment	TSHR antagonist	Menin-MLL TR inh	CXXC DNA block	Mito fusion act	TCR activator
CCOc1ccc(Cl)cc1S(=O)(=O)N1CCCC1	-2%	-6%	28%	-3%	22%	7	/	-12%	3%	/
COc1ccccc1C(=O)NC(=O)COC(=O)c1oc2ccccc2c1C	-4%	-3%	2%	/	-3%	-16	/	/	-1%	0%
C=CCC12C=C(OC)C(=O)OC(OC)(C1O)[C@H](c1ccc3c(c1)OCO3)[C@H]2C (stereo partly drawn)	3%	2%	6%	/	/	/	/	/	/	0%
CCOc1ccc(Cl)cc1C1=CC(=O)C[C@H](c2ccc(OC)cc2)C1	-5%	0%	-10%	/	13%	-2	/	/	35µM*	-3%
Cc1ccc(NC(=O)N2CCc3ccccc3C2)cc1	-3%	/	18%	-1%	-4%	11	-1%	-11%	-2%	/
Cc1cc(C(=O)OCC(=O)N(C)c2ccccc2)c(C)o1	5%	-1%	21%	/	-2%	/	/	/	/	-4%
COc1ccc(OC)c(NC(=O)CCNS(=O)(=O)c2ccc3c(c2)oc(=O)n3C)c1	6%	-1%	12%	6%[11.5 µM]	3%	12	14%	-1%	-16%	-6%[46.1 µM]
O=C(NCc1cccc(F)c1)c1cccc2c1C(=O)c1ccc(N3CCC(Cc4ccccc4)CC3)cc1S2(=O)=O	-4%	?	-12%	/	-1%	7	/	/	/	-8%
CC(C)C(NC(=O)c1ccccc1)C(=O)NCCc1ccccc1 (stereo not drawn)	5%	-1%	9%	-4%	-5%	5	-4%	-6%	-2%	-8%
COc1ccc(S(=O)(=O)Nc2cccc3c2O[C@H](CN(C)Cc2ccc(C(=O)O)cc2)[C@@H](C)CN([C@H](C)CO)C3=O)cc1	12%	0%	18%	/	8%	-16	/	/	/	-8%
COc1ccc(C(CNC(=O)Cc2cc(OC)c(OC)c(OC)c2)N2CCCC2)cc1 (stereo not drawn)	-1%	-3%	-23%	-4%	6%	11	-5%	12%	-1%	3%
Fc1ccccc1N1CCN(Cc2nc(-c3ccccc3)no2)CC1	-1%	-3%	11%[7.66 µM]	-13%	8%	0	10%	-7%	-6%	0%
COc1ncnc2c1oc1nc(C(C)C)c3c(c12)CC(C)(C)OC3	-2%	-3%	23%	-1%	6%	9	9%	-4%	0%	-5%
Cc1ccc(NC(=O)N[C@@H](CC(C)C)C(=O)O)c(C)c1	-1%	-3%	-3%	-10%	14%	-28	/	10%	6%	10%
Cc1noc(C)c1S(=O)(=O)Nc1c(C)n(C)n(-c2ccccc2)c1=O	4%	-2%	7%	0%	/	/	-3%	6%	5%	-3%
Cc1ccc(NC(=O)c2ccc3snnc3c2)cc1	0%	-4%	11%	-18%	2%	13	15%	-4%	0%	/
COc1ccc(N(C(=O)c2snc(C(N)=O)c2N)C(C(=O)NC2CCCC2)c2cccs2)c(OC)c1 (stereo not drawn)	435%[activator]	1%	-22%	2%	-1%	-38	2%	-3%	-9%	1%
COc1ccc(CC(=O)OCC(=O)Nc2ccc(Br)cc2)cc1	-2%	-8%	?	2%	0%	-5	10%	0%	1%	-4%
COc1cccc(-c2nc(-c3ccccc3)[nH]c(=O)c2C#N)c1	0%	-3%	3%	-9%	5%	-10	?	-13%	4%	2%
CC(C)Cc1cc(C(=O)N2CCN(C(c3ccccc3)c3ccccc3)CC2)no1	-9%	-3%	-1%	-2%	14%	-8	-10%[11.7 µM]	-2%	9%	-5%
Cc1ccc(O)c(CNc2cnc3ccccc3c2)c1	222%[activator]	0%	-22%	4%	9%	-11	?	5%	-11%	-10%

Grouped by structure, the entries above with a furan ring, fused or not (three)
SMILES	S-ASM inh	PTAP TSG101 blk	Integrin act MD	MBNL1 CUG block	AT treatment	TSHR antagonist	Menin-MLL TR inh	CXXC DNA block	Mito fusion act	TCR activator
COc1ccccc1C(=O)NC(=O)COC(=O)c1oc2ccccc2c1C	-4%	-3%	2%	/	-3%	-16	/	/	-1%	0%
Cc1cc(C(=O)OCC(=O)N(C)c2ccccc2)c(C)o1	5%	-1%	21%	/	-2%	/	/	/	/	-4%
COc1ncnc2c1oc1nc(C(C)C)c3c(c12)CC(C)(C)OC3	-2%	-3%	23%	-1%	6%	9	9%	-4%	0%	-5%
